14-3-3g Raf – modulators of 14-3-3 gamma protein binding, primary screen, biochemical, fluorescence polarization. FP, 14-3-3gamma / TMR-pS259-Raf peptide binding. inhibition, % at 40 µM. hit rate 0.19% among 160,000; in the data active = inhibition above about 30%;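 also: 0% = protein plus tracer without compound and 100% = blank with tracer alone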
Target sequence (P61981 whole entry, looked up): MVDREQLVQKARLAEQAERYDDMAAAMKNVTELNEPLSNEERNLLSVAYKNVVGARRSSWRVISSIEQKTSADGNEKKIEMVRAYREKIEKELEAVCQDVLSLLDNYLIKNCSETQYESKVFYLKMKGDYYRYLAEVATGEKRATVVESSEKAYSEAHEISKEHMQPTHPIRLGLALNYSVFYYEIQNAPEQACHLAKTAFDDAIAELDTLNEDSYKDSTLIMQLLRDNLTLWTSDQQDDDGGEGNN
Numbers without * were called inactive; & = joins results of further samples. Some of the compounds tested; the hit share may differ from the screen's.

SMILES	14-3-3g Raf
COCCOC(=O)C1=C(C)NC2=C(C(=O)CCC2)C1c1ccccc1OC(C)C (stereo unspecified)	-11.4
O=c1c2[nH]c3ccccc3c2ncn1CCCn1ccnc1	-5.5
C=CCn1c(SCC(=O)Nc2cccc(F)c2)nnc1-c1cccs1	-7.7
Cc1ccc(C)c(-c2nc3ccc(NC(=O)C45CC6CC(CC(C6)C4)C5)cc3[nH]2)c1	-1.8
COC(=O)CCC(=O)Nc1cccc(Cl)c1	-3.9
CCCn1c(SCC(=O)NCc2ccco2)nnc1C(C)C	-3.9
O=C(Nc1cc(C(F)(F)F)ccc1Cl)c1ccc(-c2ccccc2)cc1	-56.4
COc1ccccc1NC(=O)CC1C(=O)NCCN1C(=O)Nc1ccc(Cl)c(Cl)c1 (stereo unspecified)	-2.9
Cc1ccc(-c2ccc(C(=O)C(F)(F)F)[nH]2)cc1	-72.9
COc1ccccc1NC(=O)CN1CCC(n2c(C)nc3cc(F)ccc32)CC1	-30.0
COc1ccc(C(C(=O)NC2CCCC2)N(C)c2ccccc2)cc1 (stereo unspecified)	-2.9
CC(=O)NC12CC3CC(C1)CC(C(=O)OCC(=O)Nc1ncc(Cl)c(C)c1Cl)(C3)C2	-4.0
O=C(c1ccc([N+](=O)[O-])cc1)N1N=C2CCCCCC2C1(O)C(F)(F)F (stereo unspecified)	14.1
COCc1cc(C)nc2sc(C(=O)OC)c(-n3cccc3)c12	-3.1
CC(C)n1c(=N)c(C(=O)NC2CCCC2)cc2c(=O)n3ccccc3nc21	-4.7
O=C(c1cccn2c(=O)c3c4c(sc3nc12)CCCC4)N1CCN(c2ccc([N+](=O)[O-])cc2)CC1	10.6
CC(=O)c1c(C)nc2nonc2c1N	-14.8&2.0
Cc1cc(C)c(C#N)c(SCC2COc3ccccc3O2)n1 (stereo unspecified)	-1.3
CSc1cccc(NC(=O)CN(c2ccc(C)cc2C)S(C)(=O)=O)c1	-0.5
Cc1ccc2nc(-c3ccc(C)o3)c(Nc3ccc(F)cc3)n2c1	-10.5

An excerpt from above in order of their number in 14-3-3g Raf, smallest number first.
molecule,14-3-3g Raf
CCCn1c(SCC(=O)NCc2ccco2)nnc1C(C)C,-3.9
Cc1ccc(C)c(-c2nc3ccc(NC(=O)C45CC6CC(CC(C6)C4)C5)cc3[nH]2)c1,-1.8
Cc1cc(C)c(C#N)c(SCC2COc3ccccc3O2)n1 (stereo unspecified),-1.3

Further records.
SMILES	14-3-3g Raf
COc1cccc(-c2cc(C(=O)N3CCCCCC3)no2)c1	-5.2
Fc1ccc(N2CCN(c3ncnc4c3c(-c3ccccc3)cn4-c3ccc(F)cc3)CC2)cc1	-46.6
COC(=O)C1=C(C(=O)OC)SC(=C2C(=S)C(C)(C)N(C(=O)Cc3ccccc3)c3c(OC)cccc32)S1	-11.8
CC(=O)Nc1cc(C(=O)NC2CCCC2)ccc1Sc1ccc(C)cc1	-12.2
O=C(c1cccc(F)c1)N1CCN(c2ccc([N+](=O)[O-])c(NCc3ccccc3)c2)CC1	1.4
CCn1c(-c2ccc(N(C)C)cc2)nc2ccccc21	-5.9
O=C(CCSc1nc2ccccc2s1)Nc1ccc(Br)cc1	-10.6
COc1ccc(NS(=O)(=O)c2c(Cl)nc(C)c(Cl)c2C)cc1	-6.7
O=c1c2ccccc2c2ccccc2c(=O)n1-c1cccc(F)c1	-11.1
CCCOC(=O)C1=C(C)NC2=C(C(=O)CC(c3ccc(OC)cc3)C2)C1c1ccc(OC)cc1OC (stereo unspecified)	-2.9
CCOc1ccc(C2N(c3ccc(F)cc3)C(=O)C3CCCN32)cc1 (stereo unspecified)	-5.1
O=C(Nc1ccc(-c2nc3ccccc3[nH]2)cc1)c1ccc(-c2cccc([N+](=O)[O-])c2)o1	-4.9
COc1ccc(-n2ncc3c(N(C)Cc4ccccc4)ncnc32)cc1	4.2
COc1ccc(OC)c(NC(=O)CCN2C(=O)C3C4C=CC(C4)C3C2=O)c1 (stereo unspecified)	-1.5
CN1C(=O)c2ccccc2C(C(=O)Nc2ccc3c(c2)OCO3)C1c1cn(C)c2ccccc12 (stereo unspecified)	1.2
COC(=O)C1=C(N)OC2=C(C(=O)CCC2)C1c1cccc([N+](=O)[O-])c1 (stereo unspecified)	-10.8
COc1ccc(C)cc1Nc1ncnc(N)c1[N+](=O)[O-]	-0.3
COc1ccc2c(c1)c1ncn(Cc3ccco3)c(=O)c1n2C	-5.5
O=c1c(-c2ccccc2)coc2cc(OCc3ccccc3Cl)ccc12	6.7
CCn1cc(C(=O)NC2CCCC2)c(=O)c2cc(S(=O)(=O)N3CCCC3)ccc21	1.4
CCC(C)N1CC(C(=O)NCc2ccc3c(c2)OCO3)CC1=O (stereo unspecified)	-4.2
CCCCn1nnnc1NCc1cc(OC)c(OC)c(OC)c1	-5.7
Cc1cc(C(=O)CSCCCn2c(=O)[nH]c3ccccc32)c(C)n1C	1.2
O=C(CNS(=O)(=O)c1ccc(Br)s1)N1CCN(c2cccc(C(F)(F)F)c2)CC1	-9.9
COc1cc(OC)cc(C(=O)NCC(=O)N2CCCCC2)c1	-1.5
COC(=O)c1ccc(NC(=O)C2CC(=O)N(CCc3ccc(Cl)cc3)C(=Nc3ccc(F)cc3)S2)cc1 (stereo unspecified)	-8.3
COc1cc(C(=O)N2CCN(S(=O)(=O)c3ccc(NC(C)=O)cc3)CC2)cc(OC)c1OC	-0.1
O=[N+]([O-])c1ccc(N2C(=S)N3CCCN3C2c2ccc(Br)cc2)cc1 (stereo unspecified)	-4.4
O=C(C1CC1)N1CCc2cc(S(=O)(=O)NC3CCN(Cc4ccccc4)CC3)ccc21	-8.2
CCCCCCc1c(C)c2ccc(O)c(C)c2oc1=O	-7.7

In a second layout: four of the compounds above
14-3-3g Raf	smiles
-5.7	CCCCn1nnnc1NCc1cc(OC)c(OC)c(OC)c1
1.2	Cc1cc(C(=O)CSCCCn2c(=O)[nH]c3ccccc32)c(C)n1C
-9.9	O=C(CNS(=O)(=O)c1ccc(Br)s1)N1CCN(c2cccc(C(F)(F)F)c2)CC1
-1.5	COc1cc(OC)cc(C(=O)NCC(=O)N2CCCCC2)c1

The listing picks up, repeating the two entries before the break.
SMILES	14-3-3g Raf
O=C(C1CC1)N1CCc2cc(S(=O)(=O)NC3CCN(Cc4ccccc4)CC3)ccc21	-8.2
CCCCCCc1c(C)c2ccc(O)c(C)c2oc1=O	-7.7
COc1ccc(Cn2c(NCCO)nc3c2c(=O)n(C)c(=O)n3C)cc1	-5.9
COc1ccc(-c2cc(C(F)(F)F)n3nc(C(=O)Nc4ccc5c(c4)OCO5)c(Cl)c3n2)cc1OC	-10.8
Cc1ccccc1-n1nc2c(c1NC(=O)c1cccs1)CS(=O)(=O)C2	-10.9
CCOC(=O)c1c(NS(C)(=O)=O)sc2c1CCC(C)C2 (stereo unspecified)	-5.1
Cc1nc2c(sc3nc4c(cc32)COC(C)(C)C4)c(=O)n1CC(C)C	-6.3
Cn1c(=O)cc(OCC(=O)NCCCN2CCN(c3cccc(Cl)c3)CC2)c2ccccc21	-3.3
O=c1cc(-c2ccncc2)oc2ccccc12	-7.3&-3.1
Cn1cc(C(=O)NC2CCCC2)c(=O)c2cc(S(=O)(=O)N3CCCCCC3)ccc21	-10.6
COc1ccc(-n2c(SCC(=O)NCc3cccs3)nnc2-c2ccoc2C)cc1	-3.2
CC1CCCCC1NC(=O)CSc1nc2ccccc2c(=O)n1Cc1ccco1 (stereo unspecified)	0.0
COc1cccc(C(=O)Nc2nc3ccc4sc(C)nc4c3s2)c1	-6.4
CCCOC(=O)c1cccc(NC(=O)c2cccnc2)c1	-1.6
CCC(=O)N1CC(C)C(=O)Nc2ccccc21 (stereo unspecified)	-6.6&4.9
O=C(O)c1cc(NC(=O)c2ccc3c(c2)C(=O)N(c2ccc([N+](=O)[O-])cc2)C3=O)cc(C(=O)O)c1	4.5
CCOC(=O)c1cc(-c2ccccc2)n(-c2ccccc2Cl)n1	1.7
COc1ccc(-c2nnc(NC(=O)C(F)(F)F)s2)cc1OC	-16.6
O=C(NCCCO)C(=O)Nc1cccc(C(F)(F)F)c1	0.0
O=C(NCC(=O)N(CC1CCCO1)C(C(=O)NC1CCCCC1)c1ccc(F)cc1)c1ccco1 (stereo unspecified)	-0.4
COc1cc(OC)cc(C(=O)Nc2cc(C(=O)N3c4ccc(F)cc4CCC3C)ccc2N2CC3CC(C2)c2cccc(=O)n2C3)c1 (stereo unspecified)	-5.1
COc1ccccc1NC(=O)c1c(NC(=O)C(C)C)sc2c1CCCC2	-5.9
COC(=O)c1ccc2c(=O)n(CCC3=CCCCC3)c(SCC(=O)C(C)(C)C)nc2c1	-5.0
CSc1cccc(NC(=O)C2(S(=O)(=O)c3ccc(Cl)cc3)CC2)c1	-0.8
Cc1ccc(-c2nn(CC(=O)NCc3ccccn3)c(=O)c3ccccc23)cc1S(=O)(=O)N1CCCCC1	-2.8
CN(C(=O)c1nn2c(c1Cl)NC(c1ccccc1)CC2C(F)(F)F)C1CCCCC1 (stereo unspecified)	4.2
O=C(NCCC1=CCCCC1)c1ccc2c(c1)N(Cc1ccc(F)cc1)C(=O)CS2	-13.2
COc1ccccc1CNC(=O)CCCn1c(=O)c2ccccc2n(CC(=O)NC2CCCC2)c1=O	-10.5
Cc1ccc(S(=O)(=O)Cc2csc(N)n2)cc1	-0.4
O=C1c2ccccc2NC2(C(=O)N(Cc3ccccc3Cl)c3ccccc32)N1C1CCCCC1 (stereo unspecified)	-1.6
CCN(CC)C(=O)Cn1cnc2sc(C(=O)N3CCN(c4ccc(F)cc4)CC3)c(C)c2c1=O	6.9
COC(=O)C1=C(C(=O)OC)SC(=C2C(=S)C(C)(C)N(C(=O)c3ccccc3)c3ccc(C)cc32)S1	1.6
CC(=O)Oc1c(Sc2ccc(C)cc2)c(C)nn1-c1ccccc1	-6.2
O=C(C1CCCCC1)N1CCC(c2nc3c(nnn3Cc3c(F)cccc3Cl)c(=O)[nH]2)CC1	-1.3
COc1ccc(-c2nc(CSCC(=O)N3CCc4ccccc43)c(C)o2)cc1OC	-5.5
CCOC(=O)c1[nH]c2c(c1C)C(=O)CC(c1ccc(F)cc1)C2 (stereo unspecified)	2.9
CCOc1ccccc1C(=O)Nc1ccc(C)cn1	-0.1
Cc1nn(-c2ccccc2)c2[nH]c(=O)c(CNCCN3CCOCC3)cc12	-10.4
COc1ccc(C(=O)NCCCCCC(=O)O)cc1OC	-3.6
CCc1ccc(NS(=O)(=O)c2cc(OC)ccc2OC)cc1	7.2
Cn1c(=O)c2c(ncn2Cc2ccc(C(C)(C)C)cc2)n(C)c1=O	-2.9
O=S(NCc1ccco1)C12CC3CC(CC(C3)C1)C2 (stereo unspecified)	-1.9
CC1=C(C(=O)OC2CCCCCC2)C(c2coc3ccccc3c2=O)C2=C(CC(C)(C)CC2=O)N1 (stereo unspecified)	0.2
O=C(CN1C(=O)CCSc2ccccc21)Nc1ccccc1	4.0
CCOC(=O)C1=C(C)NC2=C(C(=O)C(C(=O)OC)C(C)C2)C1c1cc(OC)c(O)c(OC)c1 (stereo unspecified)	2.6
CCN(CCCn1c(=S)[nH]c2ncccc2c1=O)c1cccc(C)c1	1.0
CCCc1cc(=O)n2[nH]c(C)nc2n1	-9.3
Cc1ccc(S(=O)(=O)NCCNC(=O)CN2CCOCC2)cc1	1.4
COCCCn1c2nc3ccccc3nc2c2c(=O)n(-c3ccccc3OC)cnc21	-15.0
COc1cccc(Oc2cn[nH]c2-c2ccc(O)cc2O)c1	-5.1
CCCCn1c(SCC(=O)N2CC(=O)Nc3ccccc32)nnc1-c1ccoc1C	-2.5
CC(=O)c1ccc(NC(=O)c2cn(-c3ccccc3)nc2-c2ccc(Cl)cc2)cc1	-1.7

Further structures follow:
SMILES	14-3-3g Raf
CCOc1ccc(N(C(C)C(=O)Nc2ccc(C)c(C)c2)S(C)(=O)=O)cc1 (stereo unspecified)	-5.2
COc1cccc(C(CC(=O)NCCN2CCOCC2)NS(=O)(=O)c2ccc(C)cc2)c1OC (stereo unspecified)	-0.5
CC(=O)N/C(N)=N/c1nc(=O)c2ccccc2s1	-1.9
CC(=O)OCC1=C(C(=O)O)N2C(=O)[C@@H](NC(=O)Cc3cccs3)[C@H]2SC1	-1.1&-9.0
COCCNc1ccc(C(=O)O)cc1[N+](=O)[O-]	5.3
CCCn1nc(NS(C)(=O)=O)c2cc3cccc(C)c3nc21	-39.5
COCCN1C(=O)c2ccccc2C(C(=O)NCC2(c3ccccc3)CCCC2)C1c1c[nH]c2ccccc12 (stereo unspecified)	-3.5
COCC(C)NC(=O)c1cc(-c2cc(OC)ccc2OC)on1 (stereo unspecified)	-2.5
O=C(COc1ccccc1)Nc1nn[nH]n1	0.6
CCCOC(=O)C1=C(C)NC2=C(C(=O)CC(c3ccc(OC)cc3)C2)C1c1cccc([N+](=O)[O-])c1 (stereo unspecified)	-9.9
CCOC(=O)C(C)(C)NS(=O)(=O)c1cccc([N+](=O)[O-])c1	2.2
COc1cc2c(cc1OC)C(C(=O)N1CCC(C(N)=O)CC1)C(c1ccccc1F)N(C)C2=O (stereo unspecified)	1.6
O=C(NC1CCN(Cc2ccccc2)CC1)c1ccc(Cn2c(=S)[nH]c3ccc(N4CCOCC4)cc3c2=O)cc1	-17.3
Cc1cc([N+](=O)[O-])nn1CC(=O)O	0.5
O=C(CSCSCC(=O)NCC1CCCO1)NCC1CCCO1 (stereo unspecified)	3.6
CCCCNCCCOc1cccc(Cl)c1	-0.4
C=C1CSc2nc(=O)c3c4c(sc3n21)CCCC4	-2.2
COc1cccc(-c2ccc3c(N)c(C(=O)Nc4cc(F)ccc4C)sc3n2)c1	-8.3

Assay outcomes from PubChem BioAssay.
